Mtb FBA inh = Mtb FBA enzyme inhibitors, primary screen, biochemical, fluorescence, strain H37Rv. Fructose-bisphosphate aldolase (Mycobacterium tuberculosis (strain ATCC 25618 / H37Rv)), …. inhibition, % at 1 µM. purified M. tuberculosis FBA, fluorescence read-out. AID 588726, 2011. actives 2.3% (n = 360,000); in the data active = inhibition above about 27%;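 also: 0% = vehicle and 100% = reference inhibitor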
Target sequence (P9WQA3 whole entry, looked up): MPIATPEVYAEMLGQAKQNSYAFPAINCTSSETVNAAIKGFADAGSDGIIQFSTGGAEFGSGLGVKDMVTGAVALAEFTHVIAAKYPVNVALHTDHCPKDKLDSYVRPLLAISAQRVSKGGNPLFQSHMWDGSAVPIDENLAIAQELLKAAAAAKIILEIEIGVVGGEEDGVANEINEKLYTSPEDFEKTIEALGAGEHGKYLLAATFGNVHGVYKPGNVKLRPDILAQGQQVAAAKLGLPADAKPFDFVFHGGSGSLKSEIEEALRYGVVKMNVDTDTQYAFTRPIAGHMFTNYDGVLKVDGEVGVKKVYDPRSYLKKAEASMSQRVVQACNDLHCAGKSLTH
Rv3671c inh = Rv3671c serine protease inhibitors, primary screen, biochemical, fluorescence polarization, M. tuberculosis H37Rv | P9WHR9 | inhibition, % at 5.96 µM | actives 0.048% (n = 320,000) | AID 2606, 2010; in the data active = inhibition above about 38%;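 also: extracellular domain of Rv3671c used as enzyme; 0% = enzyme with DMSO and 100% = no enzyme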
BoNT F protease = BoNT/F light chain protease inhibitors, primary screen, biochemical, flow cytometry, MLPCN library. Multiplex microsphere protease cleavage assay. Botulinum neurotoxin type F light chain protease (Clostridium botulinum). inhibition, % at 10 µM. actives 0.22% (n = 360,000); in the data active = inhibition above about 35%, passing the limit was not always enough; inconclusive = no clear call, values can overlap the other calls; also: plate controls were buffer without enzyme for full effect and enzyme alone for no effect
FadD28 FP inh = inhibitors of FadD28 bisubstrate probe binding, primary screen, biochemical, fluorescence polarization, single point; Mycobacterium tuberculosis FadD28 fatty-acid-AMP ligase; AID 588549, 2011; inhibition, % at 12.5 µM; actives 0.22% (n = 360,000); in the data active = inhibition above about 8.5%, passing the limit was not always enough; inconclusive = no clear call, values can overlap the other calls
PrPC TRFRET = inhibitors of human cell surface prion protein PrPC, primary screen, cell-based, TR-FRET; inhibition, % at 13.8 µM; actives 0.43% (n = 370,000); Major prion protein (Homo sapiens), P04156; TR-FRET read-out; in the data active = inhibition above about 24%; also: 0% = median of the test wells and 100% = reference compound wells
BioA inh = M. tuberculosis BioA enzyme inhibitors, primary screen, biochemical, plate reader, single point, HTS | actives 0.096% (n = 360,000) | AID 602481, 2012 | purified M. tuberculosis BioA enzyme | 7,8-diaminopelargonic acid synthase BioA (Mycobacterium tuberculosis) | inhibition, % at 9.99 µM; in the data active = inhibition above about 40%; inconclusive = no clear call, values can overlap the other calls
MazEF act = activators of E. coli MazEF toxin-antitoxin RNase, primary screen, biochemical, fluorescence, uHTS; FAM/BHQ RNA-DNA oligo cleavage fluorescence, 5 h; activation, % at 20 µM; actives 0.32% (n = 350,000); in the data active = activation above about 50%
Target sequence (P0AE70 whole entry, looked up): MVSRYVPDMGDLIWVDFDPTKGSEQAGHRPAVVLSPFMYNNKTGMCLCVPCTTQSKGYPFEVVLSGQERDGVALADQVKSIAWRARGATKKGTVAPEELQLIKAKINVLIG
GDH-TPI inh = GDH-TPI coupling enzyme inhibitors, primary screen, artefact control for M. tuberculosis FBA inhibitor project, biochemical, absorbance, full deck; actives 1.2% (n = 360,000); AID 588335, 2011; inhibition, % at 4.8 µM; GDH-TPI coupled enzyme counterscreen, NADH absorbance; in the data active = inhibition above about 30%;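 also: 0% = DMSO wells and 100% = wells lacking the enzyme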
Mtb UGM inh = M. tuberculosis UGM enzyme inhibitors, primary screen, biochemical, fluorescence polarization, single point; actives 0.06% (n = 320,000); purified UGM, fluorescence polarization probe displacement; inhibition, % at 10 µM; AID 504406, 2011; in the data active = inhibition above about 10%, passing the limit was not always enough; inconclusive = no clear call, values can overlap the other calls
Target sequence (P9WIQ1 whole entry, looked up): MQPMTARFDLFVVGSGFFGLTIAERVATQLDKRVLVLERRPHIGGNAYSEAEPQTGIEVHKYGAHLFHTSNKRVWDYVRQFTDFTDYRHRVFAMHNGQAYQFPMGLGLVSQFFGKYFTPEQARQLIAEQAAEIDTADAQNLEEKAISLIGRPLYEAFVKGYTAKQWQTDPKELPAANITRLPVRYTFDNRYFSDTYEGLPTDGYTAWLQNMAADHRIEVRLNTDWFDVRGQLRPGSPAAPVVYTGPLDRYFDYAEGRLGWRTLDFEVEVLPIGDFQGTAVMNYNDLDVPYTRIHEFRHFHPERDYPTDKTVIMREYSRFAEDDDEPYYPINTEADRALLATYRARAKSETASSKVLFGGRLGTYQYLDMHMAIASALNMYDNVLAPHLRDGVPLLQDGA
Active calls of the source: *. An unsorted share of the library, and some 4.8% of all compounds hit somewhere here.

Results for O=C1CC2(CCN(C(=O)c3c(F)cccc3Cl)CC2)Oc2ccccc21 ?
Mtb FBA inh: 6; Rv3671c inh: 3; BoNT F protease: 4; FadD28 FP inh: -3.0; PrPC TRFRET: -3; BioA inh: 5.5; MazEF act: 3; GDH-TPI inh: 9; Mtb UGM inh: -1.0

How did Cc1nc2scc(-c3ccccc3)c2c(=O)o1 do in these assays?
Mtb FBA inh: 3; Rv3671c inh: -9; BoNT F protease: 2; FadD28 FP inh: 1.7; PrPC TRFRET: -4; BioA inh: -0.1; MazEF act: -2; GDH-TPI inh: 20; Mtb UGM inh: 0.5

How did O=c1[nH]c(SCc2cccc(F)c2)nc2c1CCCC2 do in these assays?
Mtb FBA inh: 1; Rv3671c inh: -15; BoNT F protease: -20; FadD28 FP inh: -0.9; PrPC TRFRET: -3; BioA inh: 2.7; MazEF act: 4; GDH-TPI inh: 6

What do the screens show for `CCNC(=O)COc1cccc(C(=O)NCc2ccccc2)c1`?
Mtb FBA inh: -2; Rv3671c inh: 2; BoNT F protease: -1; FadD28 FP inh: -0.1; PrPC TRFRET: -4; MazEF act: -4; GDH-TPI inh: 11; Mtb UGM inh: 0.3

What do the screens show for `COCC1CCCCN1C(=O)c1ccc(OC2CCN(Cc3ccccn3)CC2)cc1` (stereo unspecified)?
Mtb FBA inh: 5; Rv3671c inh: -7; BoNT F protease: 2; FadD28 FP inh: 0.9; PrPC TRFRET: 0; BioA inh: -1.4; MazEF act: 1; GDH-TPI inh: -8; Mtb UGM inh: 0.7

What do the screens show for `Cc1ccc(NC(=O)CCNC(=O)Cn2ccc3ccccc3c2=O)cc1F`?
Mtb FBA inh: 4; Rv3671c inh: -4; BoNT F protease: 4; FadD28 FP inh: -1.2; PrPC TRFRET: 6; BioA inh: -3.8; MazEF act: -1; GDH-TPI inh: 4; Mtb UGM inh: -1.7

How did COc1ccccc1-c1nc(C#N)c(N2CCc3ccccc3C2)o1 do in these assays?
Mtb FBA inh: 106*; Rv3671c inh: 5; BoNT F protease: -13; FadD28 FP inh: -1.5; PrPC TRFRET: 1; BioA inh: -1.0; MazEF act: -4; GDH-TPI inh: 14; Mtb UGM inh: -2.9

Results for O=C(COc1ccccc1/C=C\c1[nH]c(=O)[nH]c(=O)c1[N+](=O)[O-])Nc1ccccc1 ?
Mtb FBA inh: -1; Rv3671c inh: -7; BoNT F protease: 0; FadD28 FP inh: -1.6; PrPC TRFRET: 5; MazEF act: 0; GDH-TPI inh: 18; Mtb UGM inh: 4.0

How did COc1ccccc1OCc1nnc(SCCN2CCOCC2)o1 do in these assays?
Mtb FBA inh: 1; Rv3671c inh: 0; BoNT F protease: -4; FadD28 FP inh: -0.2; PrPC TRFRET: -4; BioA inh: -3.5; MazEF act: 4; GDH-TPI inh: 6; Mtb UGM inh: 0.1

What do the screens show for `Cc1ccc(S(=O)(=O)C(CCC(=O)N2CCOCC2)S(=O)(=O)c2ccc(C)cc2)cc1`?
Mtb FBA inh: 0; Rv3671c inh: -16; BoNT F protease: 1; FadD28 FP inh: -0.2; PrPC TRFRET: 0; BioA inh: -2.2; MazEF act: -2; GDH-TPI inh: 15; Mtb UGM inh: -1.1

Two compounds drawn at random from the list so far, as already listed:
How did COc1ccccc1-c1nc(C#N)c(N2CCc3ccccc3C2)o1 do in these assays?
Mtb FBA inh: 106*; Rv3671c inh: 5; BoNT F protease: -13; FadD28 FP inh: -1.5; PrPC TRFRET: 1; BioA inh: -1.0; MazEF act: -4; GDH-TPI inh: 14; Mtb UGM inh: -2.9

What do the screens show for `CCNC(=O)COc1cccc(C(=O)NCc2ccccc2)c1`?
Mtb FBA inh: -2; Rv3671c inh: 2; BoNT F protease: -1; FadD28 FP inh: -0.1; PrPC TRFRET: -4; MazEF act: -4; GDH-TPI inh: 11; Mtb UGM inh: 0.3

Following part.
Results for CN(CCCC(=O)NCCc1ccccc1)S(=O)(=O)c1ccc([N+](=O)[O-])cc1 ?
Mtb FBA inh: 0; Rv3671c inh: -4; BoNT F protease: inconclusive; FadD28 FP inh: -1.2; PrPC TRFRET: -60; BioA inh: -0.2; MazEF act: 9; GDH-TPI inh: -6; Mtb UGM inh: -1.2

How did O=C(C[C@H]1C[C@H](C(=O)N2CCOCC2)[C@@]2(CCC3CCCC3)c3[nH]c4ccc(Cl)cc4c3CCN2C1=O)NCC12CC3CC(CC(C3)C1)C2 do in these assays?
Mtb FBA inh: 5; BoNT F protease: -2; FadD28 FP inh: 1.2; PrPC TRFRET: -1; BioA inh: -0.9; MazEF act: 4; GDH-TPI inh: -4

Results for COc1ccc(C(CC(=O)NCCCN2CCOCC2)NS(=O)(=O)c2ccc(C)cc2)cc1 (stereo unspecified) ?
Mtb FBA inh: -1; Rv3671c inh: 0; BoNT F protease: -31; FadD28 FP inh: -3.6; PrPC TRFRET: 5; BioA inh: -2.2; MazEF act: 3; GDH-TPI inh: 3; Mtb UGM inh: -1.1

How did CCC1Sc2ccc(S(=O)(=O)CCC(=O)Nc3ccc(NC(C)=O)cc3)cc2NC1=O (stereo unspecified) do in these assays?
Mtb FBA inh: 1; Rv3671c inh: 2; BoNT F protease: -2; FadD28 FP inh: -4.2; PrPC TRFRET: -2; BioA inh: 0.5; MazEF act: 3; GDH-TPI inh: 8; Mtb UGM inh: 0.9

How did FC(F)(F)c1ccc(CSc2nccn2-c2ccccc2)cc1 do in these assays?
Mtb FBA inh: 3; Rv3671c inh: 12; BoNT F protease: -1; FadD28 FP inh: -0.7; PrPC TRFRET: 5; BioA inh: 1.5; MazEF act: -1; GDH-TPI inh: -6; Mtb UGM inh: 0.6

What do the screens show for `COc1ccc(C(=O)CSc2nc3nc(C)cc(C)n3n2)cc1OC`?
Mtb FBA inh: -1; Rv3671c inh: 4; BoNT F protease: -4; FadD28 FP inh: -4.2; PrPC TRFRET: -3; BioA inh: -2.2; MazEF act: 6; GDH-TPI inh: 4; Mtb UGM inh: -1.2

Results for Cc1cccc(/C(N)=N/OC(=O)c2ccc(F)cc2)c1 ?
Mtb FBA inh: -2; Rv3671c inh: 3; BoNT F protease: -5; FadD28 FP inh: -0.7; PrPC TRFRET: 2; MazEF act: 2; GDH-TPI inh: 3; Mtb UGM inh: -2.2

What do the screens show for `Cc1cc(=O)nc2c3ccccc3n(CC(=O)NCCCN3CCCCC3C)n12` (stereo unspecified)?
Mtb FBA inh: 12; Rv3671c inh: 3; BoNT F protease: -1; FadD28 FP inh: -0.9; PrPC TRFRET: 11; BioA inh: 0.9; MazEF act: -4; GDH-TPI inh: 6; Mtb UGM inh: -1.2

Results for CC(=O)c1c(N2CCN(C)CC2)nc(=S)n(Cc2ccccc2)c1C ?
Mtb FBA inh: -1; Rv3671c inh: -8; BoNT F protease: -3; FadD28 FP inh: -0.3; PrPC TRFRET: 1; BioA inh: 1.9; MazEF act: 13; GDH-TPI inh: -1; Mtb UGM inh: 1.7

How did COc1cccc(C(=O)NCC(=O)OCC(=O)c2ccccc2)c1 do in these assays?
Mtb FBA inh: 1; Rv3671c inh: -6; BoNT F protease: 0; FadD28 FP inh: 0.0; PrPC TRFRET: -2; MazEF act: -2; GDH-TPI inh: 2; Mtb UGM inh: -0.8

Reprinted from the part before: two compounds, followed by the next part.
Results for CC(=O)c1c(N2CCN(C)CC2)nc(=S)n(Cc2ccccc2)c1C ?
Mtb FBA inh: -1; Rv3671c inh: -8; BoNT F protease: -3; FadD28 FP inh: -0.3; PrPC TRFRET: 1; BioA inh: 1.9; MazEF act: 13; GDH-TPI inh: -1; Mtb UGM inh: 1.7

How did COc1cccc(C(=O)NCC(=O)OCC(=O)c2ccccc2)c1 do in these assays?
Mtb FBA inh: 1; Rv3671c inh: -6; BoNT F protease: 0; FadD28 FP inh: 0.0; PrPC TRFRET: -2; MazEF act: -2; GDH-TPI inh: 2; Mtb UGM inh: -0.8

What do the screens show for `O=C(NCCCn1ccnc1)C1CCCN(S(=O)(=O)c2cc(Cl)ccc2Cl)C1` (stereo unspecified)?
Mtb FBA inh: -1; Rv3671c inh: -5; BoNT F protease: 3; FadD28 FP inh: -3.0; PrPC TRFRET: -1; BioA inh: -2.6; MazEF act: -27; GDH-TPI inh: -6; Mtb UGM inh: 1.7

How did CC(=O)c1c(C)nc(-c2ccc(OCC(=O)Nc3cccc(C)c3C)cc2)n1O do in these assays?
Mtb FBA inh: 7; Rv3671c inh: 6; BoNT F protease: 0; FadD28 FP inh: 3.1; PrPC TRFRET: 8; BioA inh: -0.9; MazEF act: 7; GDH-TPI inh: 11; Mtb UGM inh: 1.4

What do the screens show for `COC(=O)c1ccc2c(=O)n(CCCCCC(=O)NCc3ccccn3)c(=O)[nH]c2c1`?
Mtb FBA inh: 10; Rv3671c inh: 1; BoNT F protease: 4; FadD28 FP inh: -0.7; PrPC TRFRET: -3; BioA inh: 2.5; MazEF act: 5; GDH-TPI inh: 9; Mtb UGM inh: 1.7

What do the screens show for `CN(Cc1ccccc1)C(=O)COC(=O)c1ccc2c(c1)OCO2`?
Mtb FBA inh: 1; Rv3671c inh: 0; BoNT F protease: -4; FadD28 FP inh: -4.3; PrPC TRFRET: 1; BioA inh: -0.9; MazEF act: 6; GDH-TPI inh: 2; Mtb UGM inh: 1.8

How did O=C1c2ccccc2/C(=C\c2ccc3[nH]ccc3c2)N1c1ccccc1 do in these assays?
Mtb FBA inh: 3; Rv3671c inh: -3; BoNT F protease: -1; FadD28 FP inh: -1.4; PrPC TRFRET: 9; BioA inh: -1.0; MazEF act: -3; GDH-TPI inh: 1; Mtb UGM inh: 0.6

What do the screens show for `COc1ccc(CCNC(=O)C2CCCN(c3nc4ccccc4s3)C2)cc1OC` (stereo unspecified)?
Mtb FBA inh: -1; Rv3671c inh: -12; BoNT F protease: 11; FadD28 FP inh: -3.7; PrPC TRFRET: -1; BioA inh: -1.0; MazEF act: -5; GDH-TPI inh: -7; Mtb UGM inh: 6.9

Results for Cc1cccc(NC(=S)NC(=O)c2ccc(Br)o2)c1C ?
Mtb FBA inh: -1; Rv3671c inh: 0; BoNT F protease: -4; FadD28 FP inh: -0.4; PrPC TRFRET: -13; MazEF act: 0; GDH-TPI inh: 4; Mtb UGM inh: 1.4

What do the screens show for `O=C(COC(=O)/C=C/c1ccc(Cl)cc1Cl)NCC1CCCO1` (stereo unspecified)?
Mtb FBA inh: 0; Rv3671c inh: 8; BoNT F protease: 0; FadD28 FP inh: 0.1; PrPC TRFRET: 7; BioA inh: -0.8; MazEF act: 7; GDH-TPI inh: 2; Mtb UGM inh: -0.8

What do the screens show for `CC1CCCN(S(=O)(=O)c2ccc3c(c2)OCCO3)C1` (stereo unspecified)?
Mtb FBA inh: -2; BoNT F protease: 4; FadD28 FP inh: -3.2; PrPC TRFRET: -1; BioA inh: -0.4; MazEF act: -6; GDH-TPI inh: -5

How did Cc1ccc(S(=O)(=O)N2C[C@H]3C(=O)C[C@@H](c4ccccc4)N(S(=O)(=O)c4ccccc4C)[C@H]3C[C@H]2c2ccccc2)cc1 do in these assays?
Mtb FBA inh: 5; BoNT F protease: -1; FadD28 FP inh: 1.4; PrPC TRFRET: 18; BioA inh: -0.3

How did Cc1cccc(/C=N\N=C\c2cccc(C)c2)c1 do in these assays?
Mtb FBA inh: 1; Rv3671c inh: -8; BoNT F protease: -11; FadD28 FP inh: -2.3; PrPC TRFRET: 9; BioA inh: 3.2; MazEF act: -10; GDH-TPI inh: 1; Mtb UGM inh: -0.4

How did COC(=O)C1=C(c2c(C)noc2C)C[C@@H]2CC[C@H]1N2C(=O)NC(C)C do in these assays?
Mtb FBA inh: -1; Rv3671c inh: 2; BoNT F protease: -2; FadD28 FP inh: -4.6; PrPC TRFRET: 4; BioA inh: -0.6; MazEF act: 1; GDH-TPI inh: -9; Mtb UGM inh: 0.8

High-throughput results from PubChem BioAssay.
